Bioassay records deposited in PubChem BioAssay by several laboratories.
MrgX1 antag – antagonists of human MrgX1 receptor, primary screen, HEK293 cells, Fluo-4 calcium flux; Mas-related G-protein coupled receptor member X1 (Homo sapiens), Q96LB2; BAM8-22 antagonism; hits give low values; B-score at 10 µM; 310,000 tested, 1.3% active; AID 588676, 2011;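 active = calcium-response B-score plate-corrected more than 3 library SD below zero, starting fluorescence within 5 deviations, no agonist response on first addition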;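 note: peak minus trough fluorescence over baseline after final BAM8-22 challenge near maximal dose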
Target sequence (Q96LB2 whole entry, looked up): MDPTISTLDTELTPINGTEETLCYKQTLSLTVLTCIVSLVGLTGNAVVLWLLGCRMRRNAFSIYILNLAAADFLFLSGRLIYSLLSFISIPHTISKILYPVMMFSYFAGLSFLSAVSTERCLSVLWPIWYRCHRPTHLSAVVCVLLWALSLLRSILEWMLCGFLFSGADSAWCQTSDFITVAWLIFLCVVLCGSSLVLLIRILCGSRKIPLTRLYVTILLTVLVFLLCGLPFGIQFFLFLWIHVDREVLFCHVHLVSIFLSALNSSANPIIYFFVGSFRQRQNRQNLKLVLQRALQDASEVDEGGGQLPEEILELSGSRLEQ
TRPC6 act – mouse TRPC6 channel activators, primary screen, cell-based, HEK293, membrane potential dye | 310,000 tested, 0.13% active | AID 2550, 2010 | HEK293-TRPC6 membrane potential dye fluorescence; hits give high values | Short transient receptor potential channel 6 (Mus musculus), Q61143 | B-score at 10 µM;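 active = B-score of the integrated fluorescence ratio above library mean plus 3 SD, and starting fluorescence ratio within library mean plus 5 SD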;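 note: higher score means more depolarization so channel activation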
SKKanGAS inh – S. pyogenes SKKanGAS growth inhibitors in kanamycin, primary screen, streptokinase expression inhibitor project, SKKanGAS strain, BacTiter-Glo luminescence | AID 1662, 2009 | 6 h | 300,000 tested, 1.3% active | inhibition, % at 7.5 µM;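 active = mean replicate score, as percent of positive control median, at least 50; inconclusive = mean below 50 but one replicate at or above 50; inactive = mean and every replicate below 50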;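 note: strain carries kanamycin resistance gene driven by streptokinase promoter and grows in 40 µg/ml kanamycin; loss of luminescence reflects streptokinase promoter inhibition or plain growth inhibition; 0% = median of DMSO wells and 100% = positive control at its reference dose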
TRPC4 potent – positive allosteric modulators of TRPC4, primary screen, cell-based, mouse TRPC4beta, HEK293 mu-opioid, Fluo-4 calcium | Short transient receptor potential channel 4 (Mus musculus), Q9QUQ5 | DAMGO EC20, Fluo-4 Ca2+ flux; hits give high values | B-score at 10 µM | 310,000 tested, 0.42% active;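 active = B-score of calcium response area above 5 SD of library B-scores, with initial fluorescence ratio within 5 SD of library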;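 note: B-score of integrated fluorescence ratio over time as area under calcium response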
aSyn UTR inh – MLPCN primary screen, SNCA 5' untranslated region. alpha-synuclein 5'UTR reporter, inhibitor activity. 300,000 tested, 0.82% active. AID 1813, 2009. inhibition, % (tested at 7.5 µM); in the data active = inhibition above about 60%; inconclusive = no clear call, values can overlap the other calls;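 note: H4 neuroglioblastoma cells stably carrying SNCA 5'UTR luciferase fusion; 0% = DMSO wells and 100% = positive control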
HIF activator – HIF pathway transcriptional activators, primary screen, cell-based, U2OS HRE-luciferase, luminescence. 300,000 tested, 0.32% active. U2OS HRE-luciferase reporter; normalized: DMSO 0%, desferrioxamine 100%. activation, % at 7.5 µM (by protocol);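 active = mean activation of at least 10% of the iron chelator positive control signal, with at least half of replicates also reaching 10%; inconclusive = mean and replicate majority disagree about reaching 10%; inactive = mean and most replicates under 10%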
KLF5 inh – KLF5 expression inhibitors, primary screen, DLD-1 cells, luminescence. DLD-1 KLF5 promoter-luciferase reporter. inhibition, % at 5 µM. 290,000 tested, 0.23% active. AID 1700, 2009;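 active = inhibition above a per-plate limit of that plate's mean compound inhibition plus 3 SD, cut at about 60% in these data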;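 note: 0% = DMSO wells and 100% = LY294002 at 200 µM; higher means less KLF5 promoter-driven luciferase light; inactives centre near -14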
TRPC4 inh – inhibitors of mouse TRPC4 channel, primary screen, Fluo4 calcium, HEK293 TRPC4beta/mu-opioid cells; Short transient receptor potential channel 4 (Mus musculus), Q9QUQ5; B-score at 10 µM; DAMGO-evoked Fluo4 calcium flux; hits give low values; 300,000 tested, 0.39% active; AID 2247, 2010;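 active = B-score over 3 SD under the library average, no early fluorescence shift, positive overall ratio signal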
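Assay system: HEK293 cells with stable TRPC4beta plus mu-opioid receptor expression; Probe or stimulus: DAMGO in two steps, submaximal then maximal; Dosing: single-point compound dosing; Measured by: Fluo4 calcium-dye fluorescence, kinetic read; Read-out basis: B score from integrated Fluo4 fluorescence ratio.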
TRPC6 inhibitor – mouse TRPC6 channel inhibitors, primary screen, cell-based, HEK293, membrane potential dye; Short transient receptor potential channel 6 (Mus musculus), Q61143; 310,000 tested, 1.1% active; ACh-evoked depolarization; hits give low values; AID 2553, 2010; B-score at 10 µM;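 active = B-score under library mean minus 3 SD, initial fluorescence not abnormally high, positive integrated signal ratio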;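 note: B-score derived from integrated fluorescence ratio over the kinetic read; more negative B-score means stronger inhibition of depolarization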
TRPC4 act – activators of mouse TRPC4 channel, primary screen, Fluo4 calcium, HEK293 TRPC4beta/mu-opioid cells. Short transient receptor potential channel 4 (Mus musculus), Q9QUQ5. B-score at 10 µM. AID 2237, 2010. 310,000 tested, 0.49% active. Fluo4 calcium fluorescence; hits give high values;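 active = B-score above 5 SD of library B-scores, and initial fluorescence ratio not above library mean plus 5 SD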;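 note: positive B-score marks a calcium rise read as TRPC4 activation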
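Assay system: HEK293 stable line with TRPC4beta plus mu-opioid receptor; schedule: 45 min room-temperature Fluo4 loading, 110 s read; technique: kinetic Fluo4 calcium fluorescence; evaluation: integrated baseline-normalised fluorescence ratio, converted to per-well B score; controls: buffer (low) and maximal DAMGO (high)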
IEC-6 cytotox – cytotoxicity in IEC-6 intestinal epithelial cells, primary screen, cytotoxicity control for KLF5 inhibitor project, cell-based, luminescence | inhibition, % at 5 µM | 290,000 tested, 0.78% active | IEC-6 cytotoxicity, luminescence viability; in the data active = inhibition above about 22%;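 note: 0% = plate median of test compound wells and 100% = cytotoxic reference compound wells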
* marks the source's active call; other numbers are inactive results; i = inactive; ? = inconclusive; . = no result given.

SMILES	MrgX1 antag	TRPC6 act	SKKanGAS inh	TRPC4 potent	aSyn UTR inh	HIF activator	KLF5 inh	TRPC4 inh	TRPC6 inhibitor	TRPC4 act	IEC-6 cytotox
COc1ccc(C(c2c(NC(=O)c3ccccc3)sc(C)c2C)N2CCN(CCO)CC2)cc1 (stereo unspecified)	i	i	-5	i	-48	0.1	9	i	i	i	3
CCOc1ccc(C(=O)NC2=NCCS2)cc1	i	i	-11	i	-85	1.1	-112	i	i	i	-2
NS(=O)(=O)c1ccc(NC(=S)NC(=O)c2cccs2)cc1	i	i	-5	i	-3	0.3	-38	i	i	i	8
Cc1ccc(Nc2cc(C)nc(NCc3ccccc3)n2)cc1	i	i	0	i	-11	0.0	-3	i	i	i	4
COc1ccc(-c2nnc(SCC(=O)N3CCC(Cc4ccccc4)CC3)o2)cc1OC	i	i	11	i	-2	-0.3	-14	i	i	i	-7
Oc1cccc(/C=N/NC(=S)Nc2cccnc2)c1O	i	i	22	i	34	14*	-40	i	i	50*	3
CCCC1=C(C(=O)OCC)C(c2ccc(NC(C)=O)cc2)NC(=O)N1 (stereo unspecified)	i	i	-13	i	14	0.5	-11	i	i	i	-6
CS(=O)(=O)Nc1ccc(C(=O)Nc2ccc(S(=O)(=O)N3CCCCC3)cc2)cc1	i	i	11	i	-19	-0.2	-31	i	i	i	-1
COc1ccc(-c2cc(CCCC(=O)NCCc3cc(OC)ccc3OC)no2)cc1	i	i	7	i	7	-0.3	7	i	i	i	1
Cn1c(CCCNC(=O)c2ccccc2)nc2ccccc21	i	i	-6	i	11	0.4	0	i	i	i	0
O=C1C[C@@H](c2ccccc2)Oc2cc(O)cc(O)c21	i	i	1	i	7	0.0	.	i	i	i	.
O=C(COc1ccccc1-c1ccccc1)NCc1ccco1	i	i	9	i	3	0.1	-7	i	i	i	-1
CCOc1ccc(Cl)cc1S(=O)(=O)n1cnc2ccccc21	i	i	2	i	-3	-0.4	-20	i	i	i	8
Cc1ccc(C2=CSC3=NCCN23)cc1	i	i	-4	i	23	-0.2	.	i	i	i	.
Cc1nc(NC(=O)/C=C/c2ccccc2)sc1C(=O)N1CCCCC1	i	i	-5	i	-15	-1.1	-4	i	i	i	3
Cc1cc(C)cc(NC(=O)C(=O)NCc2ccccn2)c1	i	i	-10	i	-15	0.1	-39	i	i	i	0
CC(=O)Nc1cccc(C(=O)OC(C)C(=O)NC2CCCc3ccccc32)c1 (stereo unspecified)	i	i	25	i	2	-1.8	-5	i	i	i	3
CC(=O)N(C)c1ccc(NC(=O)c2ccc([N+](=O)[O-])cc2Cl)cc1	i	i	6	i	0	0.1	-6	i	i	i	-9
CCOC(=O)N1CCN(CC(=O)Nc2ccc(F)cc2F)CC1	i	i	-1	i	2	-0.3	-1	i	i	i	-2
C=CCNC(=S)NNC(=O)COc1ccc(Br)cc1	i	i	1	i	-14	0.4	-8	i	i	i	0
CCN(CCNC(=O)C1CCN(Cc2nc(-c3ccc(Cl)cc3)oc2C)CC1)c1ccccc1	i	i	3	i	2	-1.4	-16	i	-6.6*	i	11
Cc1ccc(/C=N/NC(=O)Cn2nc(C)c(Br)c2C)o1	i	i	-2	i	11	0.0	-15	i	i	i	1
O=C(Nc1cccc(Cl)c1)Nc1ccc2c(c1)OCO2	i	i	-2	i	-159	4.8	-102	i	i	i	1
Cc1sc2nc(SCC(=O)N(C)c3ccccc3)n(C)c(=O)c2c1C	i	i	8	i	-24	0.1	-1	i	i	i	3
COc1ccc(NC(=O)CN(C)CC(=O)Nc2ccccc2SC)cc1Cl	i	i	2	i	5	0.5	-11	i	i	i	2
NS(=O)(=O)c1ccccc1	i	i	1	i	-4	-0.2	-18	i	i	i	-6
CC1(C)CC(=O)C(CC(=O)NC(=O)NCc2ccccc2)=C(O)C1	i	i	0	i	-8	0.2	-8	i	i	i	0
CCC1(CC)C(=O)C2=C3C1[C@H](C(=O)OC)C=C(C(=O)OC)C[C@H]3n1c(=O)n(-c3ccccc3)c(=O)n1[C@H]2C (stereo partly specified)	i	i	-3	i	13	0.1	.	i	i	i	.
CC(CN1CCCC1)OC(=O)c1ccc(F)cc1 (stereo unspecified)	i	i	-3	i	13	0.5	-11	i	i	i	-3
Cc1ccc(/C=N/n2c(-c3ccccc3)n[nH]c2=S)cc1	i	i	8	i	22	0.2	-14	i	i	i	1
CC(=O)c1ccc(NC(=O)C(C)OC(=O)C2CC(=O)N(c3ccc4c(c3)OCCO4)C2)cc1 (stereo unspecified)	i	i	-8	i	-4	-0.1	-7	i	i	i	-5
CCCOc1ccc(CN(C)c2ncnc(N)n2)cc1	i	i	7	i	-22	0.2	-81	i	i	i	0
COc1ccc(OC)c(N/C(C)=C/C(=O)c2ccc(C)o2)c1	i	i	-3	i	-19	0.0	-12	i	i	i	3
CNS(=O)(=O)c1cccc(C(=O)OCCCOC(=O)c2cccc(S(=O)(=O)NC)c2)c1	i	i	-4	i	14	-0.3	-15	i	i	i	-3
Cc1ccc(S(=O)(=O)Nc2cc(C)c(O)c(S(=O)(=O)c3ccc(C)cc3)c2)cc1	i	i	?	i	2	0.0	15	i	i	i	-5
O=C(NCc1ccc(OC(F)(F)F)cc1)C12CN(Cc3ccccc3)CC1C(c1cccc([N+](=O)[O-])c1)=NO2 (stereo unspecified)	i	i	15	i	2	-0.4	-23	i	i	i	-8

Brought forward from above: 5 entries, then new ones.
SMILES	MrgX1 antag	TRPC6 act	SKKanGAS inh	TRPC4 potent	aSyn UTR inh	HIF activator	KLF5 inh	TRPC4 inh	TRPC6 inhibitor	TRPC4 act	IEC-6 cytotox
CCCOc1ccc(CN(C)c2ncnc(N)n2)cc1	i	i	7	i	-22	0.2	-81	i	i	i	0
COc1ccc(OC)c(N/C(C)=C/C(=O)c2ccc(C)o2)c1	i	i	-3	i	-19	0.0	-12	i	i	i	3
CNS(=O)(=O)c1cccc(C(=O)OCCCOC(=O)c2cccc(S(=O)(=O)NC)c2)c1	i	i	-4	i	14	-0.3	-15	i	i	i	-3
Cc1ccc(S(=O)(=O)Nc2cc(C)c(O)c(S(=O)(=O)c3ccc(C)cc3)c2)cc1	i	i	?	i	2	0.0	15	i	i	i	-5
O=C(NCc1ccc(OC(F)(F)F)cc1)C12CN(Cc3ccccc3)CC1C(c1cccc([N+](=O)[O-])c1)=NO2 (stereo unspecified)	i	i	15	i	2	-0.4	-23	i	i	i	-8
COC(=O)COc1c(Cl)cc(Cl)c2ccc(C)nc12	i	i	8	i	5	-0.4	-1	i	i	i	-7
O=C(C[n+]1cc(-c2ccccc2)n2c1CCCCC2)c1ccc(Br)cc1	i	i	5	i	13	-0.7	-2	i	i	i	-1
CC(C)(C)N1C(=O)c2ccc(C(=O)NCc3ccco3)cc2C1=O	i	i	0	i	-19	-0.3	-25	i	i	i	-6
CCOC(=O)c1ccc(NC(=O)c2cc(F)c(F)cc2Cl)cc1	i	i	-12	i	-52	0.2	-24	i	i	i	3
O=C1CC(N2CCN(c3ccccc3)CC2)C(=O)N1Cc1ccc(Cl)cc1 (stereo unspecified)	i	i	-23	i	12	-0.9	3	i	i	i	-4
Cc1csc(OCc2ccc(C#N)cc2)n1	i	i	-2	i	5	-0.1	4	i	i	i	1
Cc1cc(N(C)C)c(C#N)c(NCc2ccccc2)n1	i	i	5	i	47	-1.5	2	i	i	i	7
CCc1ccc(-c2nc(CN3CCC(C(=O)N4CCN(c5ccccc5)CC4)CC3)c(C)o2)cc1	i	i	-9	i	-9	-0.4	-11	i	i	i	21
Cc1ccc(NC(=O)CCC(=O)NNC(=O)C(c2ccccc2)c2ccccc2)c(C)c1	i	i	-2	i	9	-0.7	-35	i	i	i	-2
COc1ccccc1-c1nnc(SCC(=O)Nc2ccccc2)o1	i	i	-7	i	-187	2.4	-108	i	i	i	-1
COc1ccc(Cl)cc1NC(=O)C(C)NC(c1ccccc1)c1ccccc1 (stereo unspecified)	i	i	8	i	37	-0.4	-17	i	i	i	-6
COC(=O)c1cc(=O)nc2sc(-c3cccs3)nn12	i	i	-12	i	-33	-0.1	-13	i	i	i	-1

Shown bar-delimited: 2 of the compounds above.
compound | MrgX1 antag | TRPC6 act | SKKanGAS inh | TRPC4 potent | aSyn UTR inh | HIF activator | KLF5 inh | TRPC4 inh | TRPC6 inhibitor | TRPC4 act | IEC-6 cytotox
COc1ccc(NC(=O)CN(C)CC(=O)Nc2ccccc2SC)cc1Cl | i | i | 2 | i | 5 | 0.5 | -11 | i | i | i | 2
NS(=O)(=O)c1ccccc1 | i | i | 1 | i | -4 | -0.2 | -18 | i | i | i | -6

The listing continues.
SMILES	MrgX1 antag	TRPC6 act	SKKanGAS inh	TRPC4 potent	aSyn UTR inh	HIF activator	KLF5 inh	TRPC4 inh	TRPC6 inhibitor	TRPC4 act	IEC-6 cytotox
COc1ccc(-c2noc(CN(C)C(=O)c3ccoc3C)n2)cc1	i	i	-2	i	-17	1.5	-5	i	i	i	2
Cc1cc(=O)[nH]c(N/N=C/c2ccccc2Cl)n1	i	i	2	i	-76	1.0	-59	i	i	i	-6
CCCc1nn(C(=O)c2ccccc2)c2c1C(=O)CC(C)(C)C2	i	i	-4	i	-4	0.0	-32	i	i	i	0
O=C(CSc1nc2ccccc2nc1N1CCOCC1)N1CCN(c2ccccc2)CC1	i	i	-1	i	7	-0.5	-8	i	i	i	-8
CC(C)(C)C(=O)Nc1ccc(C(=O)NCc2cccnc2)cc1	i	i	-7	i	-25	0.0	-6	i	i	i	1
